Compound activity deposited in PubChem BioAssay by several laboratories.
NR2F2 inh – blocks human COUP-TFII nuclear receptor | P24468 | inhibition, % at 8.6 µM | 370,000 compounds, 0.7% hits | AID 686940 | HEK293T NGFI-A luciferase reporter, luminescence;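 active means inhibition above a per-plate cutoff, mean inhibition of test wells between control levels plus 3 SD, cut at about 38% in these data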;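 further: cells cotransfected with COUP-TFII expression vector driving the NGFI-A reporter; 0% = median of COUP-TF2 test wells and 100% = reporter-only cells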
SRC1 inh – inhibits human SRC1 coactivator; HEK293 GAL4-SRC1 luciferase reporter, luminescence; 360,000 compounds, 0.12% hits; inhibition, % at 3.6 µM; Q15788;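 active means inhibition above the campaign mean plus 3 SD, with each screening campaign given its own cutoff, cut at about 60% in these data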;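 further: 0% = DMSO treated cells and 100% = gossypol at 36 µM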
TLR9-MyD88 inh – TLR9-MyD88 interaction inhibition; Q9NR96+Q99836; inhibition, % at 4.98 µM; AID 504734; 340,000 compounds, 0.21% hits; CHO BLA complementation TLR9-MyD88, CCF4 FRET ratio;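 active means inhibition above the mean over all tested compounds plus 3 SD, cut at about 21% in these data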;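 further: 0% = DMSO only wells and 100% = clavulanate BLA inhibitor control wells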
TWEAK-Fn14 inh – inhibitors of TWEAK-Fn14 interaction signaling. TWEAK-stimulated Fn14 reporter cells, luciferase luminescence, 8 h. inhibition, % at 10 µM. 360,000 compounds, 2% hits. AID 1159606; in the data active means inhibition above about 50%
NCOA2 inhibitor – human SRC2 (NCOA2) inhibition; HEK293 GAL4-SRC2 luciferase reporter, luminescence; inhibition, % at 9 µM; 370,000 compounds, 0.17% hits; AID 651957;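 active means inhibition above the mean inhibition of all tested compounds plus 3 SD, set per campaign, cut at about 52% in these data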;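 further: 0% = DMSO treated cells and 100% = cells given Gossypol at 36 µM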
NR5A2 inv ag – suppresses constitutive activity of human LRH-1; O00482; HEK293T StAR-luciferase reporter, LRH-1 transfected, 24 h; inhibition, % at 3.6 µM; 360,000 compounds, 0.13% hits;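 active means inhibition above the mean inhibition of all tested compounds plus 3 SD, cut at about 73% in these data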;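 further: 0% = DMSO wells and 100% = reporter-only cells lacking LRH-1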
Exocytosis inh – lytic granule exocytosis inhibition; 360,000 compounds, 0.66% hits; inhibition, % at 10 µM; TALL-104 LAMP-1 surface exposure, flow cytometry; cells stimulated with thapsigargin and PMA;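 active means inhibition above about 55%, limit read from the data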
NOD2-RIPK2 inh – NOD2-RIPK2 protein interaction inhibition | inhibition, % at 4.98 µM | CHO BLA complementation NOD2-RIPK2, CCF4 ratio | O43353 | 360,000 compounds, 0.38% hits | AID 624267; in the data active means inhibition above about 21%;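 further: 0% = vehicle only and 100% = reference blocker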
TROY NFkB inh – inhibitors of TROY-dependent NF-kB signaling; Q293 LMP1-TROYcd NF-kB luciferase reporter, 4 h; 360,000 compounds, 0.98% hits; inhibition, % at 10 µM;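 active means compounds whose plate-normalised and pattern-corrected inhibition of the luciferase reporter signal at the single screening dose is 50% or more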
ABHD5 PLIN5 PPI – ABHD5-PLIN5 protein interaction inhibition | Q00G26+Q8WTS1 | Split G. princeps luciferase complementation, luminescence, 4 h | inhibition, % at 4 µM | 360,000 compounds, 0.78% hits | AID 602281;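 active means inhibition above the mean inhibition across every tested compound plus 3 SD, cut at about 22% in these data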;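 further: 0% = DMSO only wells and the 100% control is not disclosed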
NCOA3 inh – inhibitors of human steroid receptor coactivator 3 (SRC3); HEK293 GAL4-SRC3 luciferase reporter, luminescence; inhibition, % at 3.6 µM; Q9Y6Q9; 360,000 compounds, 0.17% hits;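 active means inhibition above a per-campaign cutoff, the mean of all compounds plus 3 SD, cut at about 60% in these data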;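 further: 0% = DMSO-treated cells and 100% = gossypol-treated cells at 36 µM; higher means less SRC3-driven luciferase light from the GAL4 reporter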
Target sequence (Q9Y6Q9 whole entry, looked up, the tested form may be a part): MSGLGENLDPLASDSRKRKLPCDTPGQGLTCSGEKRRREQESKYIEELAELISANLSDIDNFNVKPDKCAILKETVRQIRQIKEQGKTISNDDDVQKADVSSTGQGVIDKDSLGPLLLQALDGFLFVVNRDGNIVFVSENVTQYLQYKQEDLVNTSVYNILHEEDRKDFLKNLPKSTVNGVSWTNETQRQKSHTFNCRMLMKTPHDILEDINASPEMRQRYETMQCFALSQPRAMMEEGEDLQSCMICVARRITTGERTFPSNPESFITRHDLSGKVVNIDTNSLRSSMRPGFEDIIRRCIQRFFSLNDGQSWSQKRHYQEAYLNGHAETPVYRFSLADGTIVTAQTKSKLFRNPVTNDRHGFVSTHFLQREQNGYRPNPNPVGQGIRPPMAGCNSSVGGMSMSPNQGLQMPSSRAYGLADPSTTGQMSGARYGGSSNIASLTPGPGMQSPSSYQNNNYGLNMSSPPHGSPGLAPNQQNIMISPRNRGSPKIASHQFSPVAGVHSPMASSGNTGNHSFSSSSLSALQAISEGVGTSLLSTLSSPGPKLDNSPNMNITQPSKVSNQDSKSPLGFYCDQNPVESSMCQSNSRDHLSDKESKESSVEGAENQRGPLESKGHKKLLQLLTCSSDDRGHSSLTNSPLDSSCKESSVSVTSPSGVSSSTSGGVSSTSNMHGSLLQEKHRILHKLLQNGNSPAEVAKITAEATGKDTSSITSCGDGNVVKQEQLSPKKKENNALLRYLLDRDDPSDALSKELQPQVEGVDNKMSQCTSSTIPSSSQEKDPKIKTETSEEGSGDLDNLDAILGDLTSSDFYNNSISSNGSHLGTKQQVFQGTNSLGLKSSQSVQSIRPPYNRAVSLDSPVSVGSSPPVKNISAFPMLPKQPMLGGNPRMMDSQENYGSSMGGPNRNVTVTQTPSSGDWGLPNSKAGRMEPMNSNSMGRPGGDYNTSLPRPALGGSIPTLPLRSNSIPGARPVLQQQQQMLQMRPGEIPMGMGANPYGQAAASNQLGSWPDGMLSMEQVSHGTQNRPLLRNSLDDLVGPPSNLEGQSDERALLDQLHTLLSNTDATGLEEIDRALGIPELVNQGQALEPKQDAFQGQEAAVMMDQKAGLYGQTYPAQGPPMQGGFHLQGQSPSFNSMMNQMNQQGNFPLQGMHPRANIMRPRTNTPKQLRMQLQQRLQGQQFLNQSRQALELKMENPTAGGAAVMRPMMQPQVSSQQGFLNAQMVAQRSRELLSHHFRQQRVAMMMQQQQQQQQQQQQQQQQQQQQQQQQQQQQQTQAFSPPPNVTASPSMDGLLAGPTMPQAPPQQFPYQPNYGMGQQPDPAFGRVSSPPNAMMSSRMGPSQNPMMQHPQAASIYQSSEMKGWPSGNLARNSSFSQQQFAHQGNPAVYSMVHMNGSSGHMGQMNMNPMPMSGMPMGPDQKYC
The depositor's hits bear a star; / = no result given.

SMILES	NR2F2 inh	SRC1 inh	TLR9-MyD88 inh	TWEAK-Fn14 inh	NCOA2 inhibitor	NR5A2 inv ag	Exocytosis inh	NOD2-RIPK2 inh	TROY NFkB inh	ABHD5 PLIN5 PPI	NCOA3 inh
CCN(c1ccc(OC)cc1)S(=O)(=O)N1CCCC(C(=O)NCc2ccc(OC(C)C)cc2)C1 (stereo unspecified)	24	-4	-20	7	-3	-9	4	-4	14	-13	-14
Cc1nnc(NC(=O)c2cccc(NC(=O)C(C)C)c2)s1	-17	-13	3	7	-35	0	-3	-9	-15	-2	-20
CCN(CC)C(=O)c1ccc(-c2nnc(Nc3ccc(O)cc3)c3ccccc23)cc1	-15	-2	-7	0	-28	18	4	-15	13	4	9
Cc1nn(C)c(C)c1NC(=O)CCl	-3	-47	1	8	-13	-4	4	-1	-14	1	-12
O=C(Nc1ccc2c(c1)OCO2)C1CC(c2ccccc2Cl)=NO1 (stereo unspecified)	-13	-53	4	-28	-39	-40	-4	-6	-21	-1	-45
COc1ccc2nc(SCC(N)=O)[nH]c2c1	10	-8	-7	14	1	-9	2	-3	5	1	-4
O=[N+]([O-])c1ccc(SCCO)nc1SCCO	10	-5	7	-16	-19	1	0	9	-4	3	15
COc1ccc(C(=O)Nn2cnnc2)c(OC)c1	0	-17	-7	12	-1	13	-1	-15	10	3	6
CC(=O)OC(C)CS(=O)(=O)c1ccccc1 (stereo unspecified)	-10	-3	2	-1	6	18	5	-17	2	15	5
COc1ccccc1Nc1nc(N)nc(CSC(=S)N2CC(C)CC(C)C2)n1 (stereo unspecified)	9	-3	-5	-14	2	15	-1	0	-8	-10	-11
CCc1cc(C(=O)N2CCCC(C(=O)c3cccc4ccccc34)C2)n(C)n1 (stereo unspecified)	31	6	-4	47	28	8	-2	-15	6	0	20
COc1ccc(S(=O)(=O)N2CCCN(CC(=O)Nc3ccccc3F)CC2)cc1	13	5	4	-12	-15	11	-7	-8	5	2	-1
Cc1ccc(S(=O)(=O)NCC(=O)N(CC(=O)NCc2ccco2)Cc2ccc(F)cc2)cc1	13	-7	-9	11	-3	1	4	4	-18	-7	3
C=C1C[C@H](O)[C@@H]2[C@H](OC(=O)[C@H]2C)[C@H]2[C@H](C)[C@@H](O)C[C@@H]12	1	-20	3	7	-43	2	3	8	9	6	-21
COc1ccc(C(=O)NC2CCN(S(=O)(=O)c3ccc(C)cc3)CC2)cc1	6	7	-2	6	-25	-2	2	-1	16	-9	-1
Cc1cc(SCc2ccc(Cl)cc2Cl)nc(=O)[nH]1	-9	-6	1	-4	-2	0	-1	-2	12	6	24
CSc1ccccc1C(=O)NC1CCCc2ccccc21 (stereo unspecified)	-8	6	-11	48	2	14	-13	-16	-39	8	7
COc1ccc(C(=O)N/N=C(\C)CC(=O)Nc2ccc3c(c2)OCCO3)c(OC)c1	10	-23	-1	-6	-11	-21	3	-15	-29	-5	-13
COc1cccc(C(=O)Nc2ccc(C(=O)c3ccccc3)cc2)c1	-6	-8	-1	2	-6	-9	18	-3	21	9	-1
CC(NS(=O)(=O)c1ccc(OCC(=O)N2CCCC2)cc1)c1ccccc1 (stereo unspecified)	8	-24	-19	20	-15	0	0	-3	4	-13	24
CC(=O)c1cccc(NC(=O)C2C3CCC(C3)C2C(=O)O)c1 (stereo unspecified)	-4	-10	-9	-14	-39	-2	-3	-13	12	0	2
COc1cc(OC)cc(C(=O)N[C@H](C(=O)OCC(=O)Nc2cccnc2Cl)C(C)C)c1	8	-17	-4	-14	-14	11	-1	-3	-7	-6	18
COc1ccc(-n2ccnc2SCC(=O)NO)cc1	15	8	3	-1	7	9	-3	7	31	-6	-8
CCOc1cc(S(=O)(=O)NC2CC2)c(OCC)cc1-n1cnnn1	4	15	-10	-29	-1	8	2	-22	26	6	8
Cc1nc2sc(C(=O)c3ccccc3)c(N)c2c(C)c1C	-14	-14	0	-33	1	-4	-2	-4	-45	2	-17
Fc1ccccc1COc1ccc(-c2nnn(Cc3ccccc3F)n2)cc1	4	-1	4	-12	22	30	-3	6	-19	-11	-17
CCOC(=O)CSc1nc2c(c(=O)n(C)c(=O)n2C)n1CCCc1ccccc1	8	11	-9	-22	1	7	0	-13	-2	-5	15
COc1cc(C2c3c(c(C)c(C)oc3=O)Oc3c(C)c(C)oc(=O)c32)ccc1OS(=O)(=O)c1ccc(C)cc1	7	11	-5	-31	-1	-4	-3	12	12	-1	2
CCOc1ccc(S(=O)(=O)NCc2ccc3c(c2)OCO3)cc1C	-10	-50	3	-1	19	-14	-8	-4	13	-8	-7
Cc1nn(-c2ccccc2)c(Cl)c1C1C(C#N)=C(N)Oc2c1c(C)nn2-c1ccccc1 (stereo unspecified)	7	-4	6	10	14	2	-1	7	14	-1	-2
CCOc1ccc(-c2noc(-c3csc([C@@H]4O[C@H](CO)[C@H](O)[C@H](O)[C@H]4O)n3)n2)cc1	-22	-21	/	7	-13	-12	3	-8	-9	-1	-5
CCOc1ccc(OCC)c(NC(=O)C2CCN(S(=O)(=O)c3ccc4c(c3)CC(C)N4C(C)=O)CC2)c1 (stereo unspecified)	11	-9	4	-21	6	15	9	10	4	1	-8
CN(C)CCCN(C(=O)c1ccc(C(=O)c2ccccc2)cc1)c1nc2cc3c(cc2s1)OCO3	14	1	-4	-24	29	-14	11	4	9	13	17
CN1CCN(C(=O)C2Cc3c(-c4cccc(F)c4)ccnc3O2)CC1 (stereo unspecified)	0	13	/	-4	-11	4	-2	2	-10	5	9
CCc1ccccc1NC(=O)CSc1nc2cc(C(=O)NCC3CCCO3)ccc2c(=O)n1CC1CCCO1 (stereo unspecified)	2	-30	-5	-10	5	16	-1	-8	-11	0	6
Cc1cc(C)n(C(=O)c2ccc(NC(=O)CC(C)C)cc2)n1	-12	-1	9	-4	-9	14	-2	0	-23	3	27
COc1ccc(Cl)cc1NC(=S)N(CCCN1CCOCC1)Cc1cn(C)c2ccccc12	1	11	-9	-13	33	5	6	-1	3	8	21
Cc1cccc(C(O)c2ncc(-c3ccccc3)[nH]2)c1C (stereo unspecified)	7	9	/	2	-36	4	3	-3	-7	8	4
Cc1ccc(C2=NN(Cc3nnc(-c4ccccc4)o3)C(=O)SC2)cc1	-7	-31	-3	-1	-2	5	-1	-5	-20	0	-3
O=C(O)/C=C\C(=O)Nc1cc(O)ccc1[N+](=O)[O-]	-28	-11	-2	13	-3	8	3	-14	-19	2	0
CC(NC(=O)c1ccncc1)C(C)(C)C (stereo unspecified)	5	10	5	-7	6	-3	-4	6	-10	3	14
COC(=O)C(C(=O)OC)=C(/C=C/C=C/N(C)C)N(C)C	11	5	-3	-22	15	6	4	5	-10	2	5
CC(=O)Nc1ccc(S(=O)(=O)N2CCC(C(=O)N[C@@H](Cc3ccccc3)C(=O)O)CC2)cc1	-20	-3	-7	-4	-2	18	-37	-5	-4	-2	4
COC(=O)C1=C(C)N(C)C(=S)NC1c1c(OC)ccc2ccccc12 (stereo unspecified)	8	-9	-9	-2	-7	-3	1	-11	10	3	20
O=C(CN(c1ccc(Cl)cc1)S(=O)(=O)c1ccc(Cl)c([N+](=O)[O-])c1)NCCc1ccc(F)cc1	6	-1	5	-1	-6	-8	-1	-14	-11	2	14
Cn1c(/C(C#N)=C(\O)COc2ccc3ccccc3c2)nc2ccccc21	-5	-13	3	-15	-5	-4	-1	-7	-5	0	2
O=C(OCc1ccccc1)C1=NNC2C(=O)N(c3ccccc3)C(=O)C12 (stereo unspecified)	-23	10	2	-15	-14	-11	6	-1	-3	-4	19
COc1ccc(C2C(C#N)=C(N)N(N(C)C)C3=C2C(=O)CCC3)cc1 (stereo unspecified)	9	-22	1	0	-4	6	-6	10	0	3	-11
CCn1nc(C)c(NC(=O)/C=C/c2ccc(OC)c(COc3ccc(Br)cc3)c2)c1C	4	10	2	1	27	-6	-2	5	21	-1	10
Cn1cccc1-c1cc(C(=O)O)[nH]n1	11	0	7	-4	-11	23	7	-4	-3	-4	7
CCN(CC)c1ncc(C)c(=O)[nH]1	-9	-17	-16	9	12	5	-2	-5	18	4	12
CN(C)c1cccc(C(=O)N2CCCC(CCC(=O)N3CCN(c4ccccn4)CC3)C2)c1 (stereo unspecified)	15	-8	-12	-17	-25	9	-4	-1	8	3	-20
CN(C)CCCN1C(=O)CSC1c1ccc([N+](=O)[O-])cc1 (stereo unspecified)	-11	3	-2	0	8	3	0	2	4	0	0
O=C(Nc1nc(-c2ccc(Cl)cc2)cs1)C1=COCCO1	-6	-38	-4	-19	-52	-32	5	-4	-52	1	-69
Oc1ccc(N2CCN(c3nc(-c4cccs4)nc4ccccc34)CC2)cc1	10	-12	-5	-9	2	2	7	5	7	4	-5
CCOC(=O)c1ccc(-c2c(-c3ccc4c(c3)OCO4)noc2C)cc1F	-9	4	11	-11	-45	-7	-2	4	1	1	17
O=C(CCc1ccco1)CCc1ccco1	-9	-32	-13	-2	-17	0	-3	-4	13	6	-12
COc1cc(OC)nc(Nc2nc(C(N)CCc3ccccc3)cs2)n1 (stereo unspecified)	-14	-6	/	-32	-27	18	13	1	4	-3	-10
COc1ccc(C(=O)NCCS(=O)(=O)NCc2ccc(F)cc2)cc1	-10	7	0	6	-8	10	0	6	-10	2	9
O=C1NC[C@@H](CCCCN2CCN(Cc3ccccc3)C(=O)C2=O)N(Cc2ccccc2)C1=O	-3	/	/	14	-24	19	13	-5	11	4	/

Limited to TWEAK-Fn14 inh and NCOA3 inh, for 2 of the compounds above:
Structure	TWEAK-Fn14 inh	NCOA3 inh
Cn1cccc1-c1cc(C(=O)O)[nH]n1	-4	7
CCN(CC)c1ncc(C)c(=O)[nH]1	9	12

Next part:
SMILES	NR2F2 inh	SRC1 inh	TLR9-MyD88 inh	TWEAK-Fn14 inh	NCOA2 inhibitor	NR5A2 inv ag	Exocytosis inh	NOD2-RIPK2 inh	TROY NFkB inh	ABHD5 PLIN5 PPI	NCOA3 inh
CC(=O)Nc1ccc(CCc2nc3ccccc3[nH]2)cc1	-27	5	2	9	-6	-26	-1	-3	-8	10	-24
CC(=O)c1cccc(S(=O)(=O)N2CCC(C(=O)O)CC2)c1	-4	-5	6	2	-2	6	-3	-2	0	6	12
C(=C\c1ccccc1)/CN1CCN(C(c2nnnn2C2CCCC2)C2CC2)CC1 (stereo unspecified)	20	7	/	20	-7	6	2	-4	17	-5	-12
O=C(c1cccc(NS(=O)(=O)c2cccc(F)c2)c1)N1CCN(c2ccccc2)CC1	5	-2	3	14	5	-10	2	12	10	2	8
Cn1c(NNC(=O)c2ccccc2F)cc(=O)n(C)c1=O	-8	-4	1	-5	-12	10	-2	-10	-26	4	6
CCOC(=O)CCC(=O)Nc1ccc(S(=O)(=O)N2CCCCC2)cc1	12	-34	-10	-4	-4	0	-1	-1	3	-5	0

Two of the compounds above, comma-delimited.
structure,NR2F2 inh,SRC1 inh,TLR9-MyD88 inh,TWEAK-Fn14 inh,NCOA2 inhibitor,NR5A2 inv ag,Exocytosis inh,NOD2-RIPK2 inh,TROY NFkB inh,ABHD5 PLIN5 PPI,NCOA3 inh
CC(=O)Nc1ccc(CCc2nc3ccccc3[nH]2)cc1,-27,5,2,9,-6,-26,-1,-3,-8,10,-24
CC(=O)c1cccc(S(=O)(=O)N2CCC(C(=O)O)CC2)c1,-4,-5,6,2,-2,6,-3,-2,0,6,12

An excerpt; the hit share may differ from the screen's.
